# TAAR1 antag = human TAAR1 antagonism; AID 624466; 360,000 tested, 1.5% active; CHO RD-HGA16 TAAR1, Fluo-8 calcium fluorescence, antagonist; inhibition, % at 3 µM; Q96RJ0;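 active = inhibition above a per-plate cutoff, the mean inhibition of test compounds on that plate plus 3 SD, cut at about 49% in these data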;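 also: 0% = DMSO plus EC80 beta-PEA response and 100% = DMSO alone without agonist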
# Target sequence (Q96RJ0 whole entry, looked up): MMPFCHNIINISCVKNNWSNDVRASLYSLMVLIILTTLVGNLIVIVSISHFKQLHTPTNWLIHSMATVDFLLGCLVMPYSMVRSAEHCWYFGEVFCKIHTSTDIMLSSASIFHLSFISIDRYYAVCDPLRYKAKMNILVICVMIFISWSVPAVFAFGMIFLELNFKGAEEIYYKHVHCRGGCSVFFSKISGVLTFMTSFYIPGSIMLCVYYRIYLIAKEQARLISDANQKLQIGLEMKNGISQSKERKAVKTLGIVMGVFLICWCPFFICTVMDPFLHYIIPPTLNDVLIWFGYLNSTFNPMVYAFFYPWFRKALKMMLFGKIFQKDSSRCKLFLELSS
#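 test system = CHO RD-HGA16 cells bearing hTAAR1 | replication = singlicate | controls = DMSO-only wells and EC80 β-PEA-stimulated wells | reagent = EC80 β-phenethylamine stimulus | read-out basis = percent inhibition of PEA-evoked calcium signal, max/basal emission ratio | schedule = seeding 17-24 h prior, 75-min 37 °C, 30-min RT dye loading | signal = kinetic Fluo-8 calcium fluorescence measurement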
# M1 PAM parental = nonselective activator or artifact in parental CHO-K1 calcium assay | ATP EC20, Fluo-8 calcium fluorescence; 0% at ATP EC20, 100% at ATP max | activation, % at 3 µM | 360,000 tested, 0.02% active;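 active = activation above the run cutoff, the mean activation of all test compounds plus 3 SD, cut at about 40% in these data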;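 also: peak over basal fluorescence ratio in a 140 s read after ATP addition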
# CHO-K1 Ca antag = counter-screen for M1 antagonists: effect in parental CHO-K1 cells. ATP-induced calcium, Fluo-8 fluorescence. inhibition, % at 3 µM. 360,000 tested, 0.6% active. AID 602250;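 active = inhibition above a per-plate cutoff, the plate's mean sample inhibition plus 3 SD, cut at about 24% in these data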;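 also: 0% = DMSO plus EC80 ATP and 100% = DMSO alone without ATP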
# GPR7 antagonist = human neuropeptides B/W receptor 1 antagonism | GPR7-expressing cells, fluorescence antagonist assay | inhibition, % at 4.4 µM | 290,000 tested, 1.1% active; in the data active = inhibition above about 16%, passing the limit was not always enough;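 also: cells stimulated with the agonist NPW; 0% = agonist with vehicle and 100% = vehicle without agonist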
# Target sequence (P48145 whole entry, looked up): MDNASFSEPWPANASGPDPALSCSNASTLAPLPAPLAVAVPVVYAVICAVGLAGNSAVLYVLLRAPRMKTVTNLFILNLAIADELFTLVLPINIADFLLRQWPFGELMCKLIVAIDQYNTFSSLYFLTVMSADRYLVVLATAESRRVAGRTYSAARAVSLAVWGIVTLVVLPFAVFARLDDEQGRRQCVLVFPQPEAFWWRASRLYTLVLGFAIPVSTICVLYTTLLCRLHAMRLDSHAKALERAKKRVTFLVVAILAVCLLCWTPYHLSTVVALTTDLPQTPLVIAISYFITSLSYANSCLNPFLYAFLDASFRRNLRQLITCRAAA
# OXTR potentiate = potentiators of human oxytocin receptor; P30559; CHO-OTR cells, Fluo-8 calcium fluorescence, potentiator mode; 0% = oxytocin EC15, 100% = EC100; activation, % at 3 µM; 320,000 tested, 0.061% active;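 active = activation above that plate's cutoff, the mean activation of tested compounds plus 3 SD, cut at about 6.6% in these data, passing the limit was not always enough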;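 also: 100% uses oxytocin at 75 nM as the full agonist control; some results filed as inactive read as strong as hits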
# Target sequence (P30559 whole entry, looked up): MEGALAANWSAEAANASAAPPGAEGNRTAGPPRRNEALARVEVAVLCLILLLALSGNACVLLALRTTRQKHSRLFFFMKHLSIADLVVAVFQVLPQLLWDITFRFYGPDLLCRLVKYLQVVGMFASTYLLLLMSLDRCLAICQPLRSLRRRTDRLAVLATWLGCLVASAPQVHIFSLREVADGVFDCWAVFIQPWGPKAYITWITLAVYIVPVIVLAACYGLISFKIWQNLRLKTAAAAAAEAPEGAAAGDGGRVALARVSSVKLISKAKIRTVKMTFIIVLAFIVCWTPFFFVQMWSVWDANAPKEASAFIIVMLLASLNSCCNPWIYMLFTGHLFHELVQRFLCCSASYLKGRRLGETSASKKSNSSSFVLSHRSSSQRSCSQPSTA
#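 Material: human OTR in CHO cells. Compound: 3.0 µM, one dose. Timing: compound 6 min at room temperature before oxytocin, 100 s read. Evaluation: % activation of max/min ratio relative to oxytocin controls. Replication: single well per compound, singlicate. Signal: Fluo-8 calcium dye fluorescence.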
# CHO parental Ca = counter-screen for OX1R antagonists: effect in parental CHO cells | parental CHO-K1, ATP-induced calcium, Fluo-8 fluorescence | inhibition, % at 5.6 µM | 330,000 tested, 0.63% active | AID 463079;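 active = inhibition above that plate's mean sample inhibition plus 3 SD, cut at about 26% in these data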;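 also: 0% = ATP-challenged DMSO wells and 100% = DMSO wells without ATP; some compounds past the cut are filed as inactive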
#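 Test system: untransfected parental CHO cell line; also added: ATP stimulus; dosing: 5.6 µM, single dose; signal: calcium-sensitive Fluo-8 fluorescence; measure: percent inhibition of ATP-evoked calcium rise, normalized to controls; benchmarks: low control ATP plus DMSO, high control DMSO only; replication: one well per compound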
# V1R ag counter = V1a receptor agonism, counter-screen for OXTR agonists; P37288; CHO-V1R cells, Fluo-8 calcium fluorescence, agonist mode; 0% DMSO, 100% 3 nM vasopressin; activation, % at 3 µM; 320,000 tested, 0.25% active; AID 2797;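 active = activation above the mean activation of all tested compounds plus 3 SD, per screening run, cut at about 20% in these data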;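 also: signal is peak over basal fluorescence ratio across a 100 second FLIPR read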
# OXTR agonist = agonists of human oxytocin receptor; CHO-OTR cells, Fluo-8 calcium fluorescence; normalized: DMSO 0%, oxytocin 100%; activation, % at 3 µM; 320,000 tested, 0.32% active; AID 2435;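 active = activation above the mean of all tested compounds plus 3 SD, cutoff set per screening run, cut at about 20% in these data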;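 also: peak over basal fluorescence ratio from a 100 s FLIPR kinetic read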
# M1 ag parental = counter-screen for M1 agonists: effect in parental CHO-K1 cells; Fluo-8 calcium fluorescence; scaled to maximal ATP response, vehicle zero; activation, % at 3 µM; 360,000 tested, 0.48% active; AID 602248; in the data active = activation above about 15%;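 also: untransfected CHO-K1 host cells lacking M1 receptor as counterscreen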
# Numbers without * were called inactive; nt = not tested or not shown.
SMILES,TAAR1 antag,M1 PAM parental,CHO-K1 Ca antag,GPR7 antagonist,OXTR potentiate,CHO parental Ca,V1R ag counter,OXTR agonist,M1 ag parental
COC(=O)c1cc(NC(=O)c2c(Cl)nc3sccn23)cc(C(=O)OC)c1,15,20,-11,5,-12,6,1.7,0.6,0.9
O=C(O)c1ccc(Cl)cc1NC(=O)C1CCCO1 (stereo unspecified),-15,24,-10,-5,-8,-2,0.5,-0.8,1.0
CCCCN(C(=O)CSc1ncnc2sccc12)c1c(N)n(Cc2ccccc2)c(=O)[nH]c1=O,-6,9,-11,nt,-9,-18,1.5,2.8,-0.1
Cc1cccc(C(=O)OCC(=O)c2ccc3c(c2)OCCO3)c1O,11,1,6,nt,-1,-1,2.1,1.8,-0.1
CNC(=S)NNC(=O)Cc1ccccc1,-2,7,-1,-9,2,-4,0.9,2.0,-0.2
NC(=O)c1nc(C(=O)N2CCCCC2)c2ccccc2n1,6,0,-3,nt,0,-2,1.0,1.1,0.1
COc1cccc(N(CC(=O)NC2CC3CCC2C3)S(=O)(=O)c2ccccc2)c1 (stereo unspecified),3,20,-15,-1,-6,-31,0.4,-1.6,-0.3
CCC(=O)Nc1nnc(SCc2ccc(F)cc2)s1,1,16,-6,-11,-3,5,-0.7,-1.2,0.6
CCCn1nc(C(=O)OCC(=O)c2ccc3c(c2)NC(=O)CO3)c2ccccc2c1=O,15,21,-2,-7,-14,-11,-0.1,-0.9,0.9
C/C(=N\NC(=O)Cc1ccccc1Cl)c1cccnc1,-13,-12,6,-17,-5,-9,1.1,0.3,0.3
Cc1ccc(CN2CCN(/N=C/c3ccc(C(=O)O)cc3)CC2)cc1,6,12,1,4,-1,0,0.6,0.7,-0.1
CN(Cc1ccccc1)S(=O)(=O)c1ccc(NC(=O)c2ccccc2C(=O)O)cc1,-12,13,-9,nt,-4,-14,1.3,0.8,0.5
CC(NC(=O)CNC(=O)C1O[C@@H]2OC(C)(C)O[C@@H]2[C@H]2OC(C)(C)O[C@@H]12)C(=O)O (stereo partly specified),-16,15,-7,14,-2,-13,1.0,0.6,0.7
CCOC(OCC)c1cn(Cc2ccc(C(=O)c3ccccc3)cc2)nn1,10,4,6,10,-12,44*,7.1,6.0,4.3
CCOC(=O)/C(C#N)=C1/C=CN(c2ccccc2)C=N1,0,4,-5,9,1,11,2.0,2.7,0.6
Cc1onc(-c2ccccc2)c1-c1ccnn1C(=O)NC(C)C,-12,11,-6,3,-8,-26,-1.5,-2.6,-0.2
CC(C)NC(=O)c1ccccc1NC(=O)/C=C/c1cccc([N+](=O)[O-])c1,22,6,-4,-9,-7,-11,1.8,0.4,1.1
Cc1ccccc1C(=O)OCC(=O)NCc1ccco1,-23,0,-7,nt,-6,-3,0.4,-0.1,-0.1
O=C(NCCCn1ccnc1)C1CC2CCC1C2 (stereo unspecified),5,-8,16,13,-10,-13,0.0,0.2,-0.2
COc1ccc(NC(=O)CN(C)S(=O)(=O)c2cnc[nH]2)cc1OC,-12,2,3,3,-6,11,0.4,0.1,0.5
CN(C(=O)CSc1nnc(-c2ccc(OC(F)F)cc2)n1N)C1CCS(=O)(=O)C1 (stereo unspecified),-1,-21,23,nt,-2,0,0.7,0.5,-0.1
Cc1ccc(-c2cc(C(=O)N/N=C/c3c(C)nn(-c4ccccc4)c3C)[nH]n2)cc1,45,-3,7,7,nt,nt,nt,nt,1.4
CCOc1ccc(OCCN2C(=O)NC(Cc3c[nH]c4ccccc34)C2=O)cc1 (stereo unspecified),18,-3,21,-3,-18,-17,4.3,3.4,1.0
CCOC(=O)c1c(C)[nH]c(C)c1S(=O)(=O)N(C)CC(=O)Nc1ccccc1OC,-13,-2,-13,-14,-4,-5,1.0,0.9,1.2
Cc1ccc(C)n1/N=C1/NC(=O)CS1,4,14,-6,-15,-7,2,1.2,-0.3,-0.4
CCN1CCN(C(c2ccccc2)c2nnnn2Cc2ccc(OC)cc2)CC1 (stereo unspecified),2,-8,-4,-9,8,-21,1.4,0.5,0.3
COc1cccc(C(=O)c2c[nH]c(C(=O)NCc3cccnc3)c2)c1,7,15,-9,8,-14,0,0.5,-0.7,0.1
O=C(NC1CCCCC1)C(c1cccnc1)N(C(=O)c1csnn1)c1ccccc1F (stereo unspecified),1,-9,-7,-6,-8,-20,1.5,0.2,0.7
Cc1ccc(Cl)cc1-n1c(SCC(=O)NCCC2=CCCCC2)nc2n[nH]c(C)c2c1=N,5,-5,-5,28,-11,-10,1.4,-1.1,1.0
CC(C)C1Cc2[nH]c(=S)[nH]c(=O)c2C(c2ccc(Cl)cc2)O1 (stereo unspecified),-3,1,-16,nt,nt,nt,nt,nt,-0.8
Cc1cccc(NC(=O)C(C)n2cc([N+](=O)[O-])cn2)n1 (stereo unspecified),-33,-8,0,-6,-7,-4,1.2,0.3,0.5
CC(=O)N1c2ccc(S(=O)(=O)NCCC(=O)NCCc3ccc(Cl)cc3)cc2CC1C (stereo unspecified),-3,-13,5,-6,-12,-13,5.5,5.8,8.5
COc1ccccc1CN1CC(C(=O)NCCC2=CCCCC2)CCC1=O (stereo unspecified),2,0,3,5,-3,-30,0.8,0.2,0.5
Cc1cc2c(SCc3ccccc3Cl)nc(N)nc2nc1C,-32,-1,-9,nt,nt,nt,nt,nt,0.0
COc1ccc(S(=O)(=O)N2CCCCCC2)cc1NC(=O)Cc1ccccc1,-27,-7,-16,-4,-17,-10,1.1,-2.5,2.8
CCN1C[C@@H]2[C@@H]3C(=O)N(Cc4ccccc4)C(=O)[C@@H]3[C@](CC)(C1=O)N2C(=O)c1ccc(Br)cc1,-5,22,-16,nt,nt,nt,nt,nt,1.0
CC(=Nc1ccc2c(c1)nc(CO)n2C)C1=C(O)CC(C)(C)CC1=O,-1,16,-17,-8,-2,-2,0.0,0.6,-0.4
CC1(C)CC(=O)C=C(Nc2ccccc2NC(=O)c2cnccn2)C1,8,-6,12,-1,-5,-2,0.1,-0.8,-0.4
O=C(NC1CCCCC1)C1CC=CCC1C(=O)OCC(Cl)=C(Cl)Cl (stereo unspecified),-1,5,-11,-4,-4,-20,-1.8,-1.6,-0.3
COc1cc2cc(CN(CCc3ccccc3C)C(=S)NCCCN3CCOCC3)c(=O)[nH]c2cc1OC,15,34,-29,0,-9,-2,-0.2,0.0,2.0
O=C(Nc1cccc(C(F)(F)F)c1)/C(=C/c1ccco1)NC(=O)c1cccs1,15,-8,13,14,2,-9,1.6,-0.3,0.2
CCCN1C(=O)c2cc(C(=O)O)ccc2C1O (stereo unspecified),4,19,-6,-5,-2,0,1.9,-0.1,0.4
CCCCc1cc(=O)oc2cc(C)cc(OCC(=O)N3C[C@H]4C[C@@H](C3)c3cccc(=O)n3C4)c12,1,15,-1,-5,1,-10,0.5,0.1,0.4
CCS(=O)(=O)N1Cc2ccccc2CC1C(=O)OCC(=O)N(C(C)C)C(C)C (stereo unspecified),-10,15,-10,-6,1,-22,0.4,-1.3,-0.3
CCN(CC(=O)NCc1ccc(Cl)cc1)CC(=O)Nc1ccc(C(N)=O)cc1,-14,24,-24,-7,-1,-16,0.3,0.3,1.5

# Compound profiles, from the list above. Screens in order: TAAR1 antag | M1 PAM parental | CHO-K1 Ca antag | GPR7 antagonist | OXTR potentiate | CHO parental Ca | V1R ag counter | OXTR agonist | M1 ag parental
# CCN1C[C@@H]2[C@@H]3C(=O)N(Cc4ccccc4)C(=O)[C@@H]3[C@](CC)(C1=O)N2C(=O)c1ccc(Br)cc1 reads -5 | 22 | -16 | nt | nt | nt | nt | nt | 1.0
# CC(=Nc1ccc2c(c1)nc(CO)n2C)C1=C(O)CC(C)(C)CC1=O reads -1 | 16 | -17 | -8 | -2 | -2 | 0.0 | 0.6 | -0.4

# (cont.)
SMILES,TAAR1 antag,M1 PAM parental,CHO-K1 Ca antag,GPR7 antagonist,OXTR potentiate,CHO parental Ca,V1R ag counter,OXTR agonist,M1 ag parental
O=C(c1ccc(Br)o1)N1CCN(c2ccc3nnc(-c4ccc(F)cc4)n3n2)CC1,7,10,5,3,-8,-17,-0.1,-0.8,0.3
O=C(OCc1c(-c2ccccc2)ncc2ccccc12)c1ccc(Br)cc1,-5,7,-8,nt,0,-21,-0.8,-1.8,-0.4
Cc1ccc(S(=O)(=O)N(C)c2c(C)ccc(S(=O)(=O)N3CCN(C=O)CC3)c2C)cc1,-3,19,-11,13,-3,-15,0.1,1.5,0.9
O=C(CN1C(=O)C(=O)N(CCC2=CCCCC2)C1=O)c1c[nH]c2ccccc12,22,12,-5,nt,-12,-5,2.2,7.0,0.4
CSc1cccc(NC(=S)N2CCC(N(C)C3CCCCC3C)CC2)c1 (stereo unspecified),-22,5,-15,-8,-4,-17,2.1,2.2,0.3
CCOc1ccccc1N1CC(C(=O)Nc2ccc(C(=O)O)cc2)CC1=O (stereo unspecified),4,7,-1,-22,-17,-6,0.5,-0.3,-0.1
COC(=O)c1cc(S(=O)(=O)NCC2CCN(Cc3ccc(Cl)cc3)CC2)cn1C,6,15,-5,13,-6,-34,5.0,1.4,0.7
CCOc1ccc(CCNS(=O)(=O)c2ccc(-c3ccc(=O)[nH]n3)o2)cc1OCC,-3,-4,2,-6,0,-6,-0.4,-1.0,0.2
CCCC(=O)Oc1ccc(-c2nccc(C(OC)OC)n2)cc1,-3,7,-15,-13,-1,0,0.0,-0.1,0.7
CC(C)C(c1nnnn1Cc1ccc(F)cc1)N1CCC(C(N)=O)CC1 (stereo unspecified),8,-8,0,-2,-3,-11,0.2,0.2,7.4
O=C(NCc1ccccc1Cl)C(=O)NCC(c1ccco1)N1CCOCC1 (stereo unspecified),-9,4,-5,-9,-1,0,-0.3,-1.0,1.3
O=C(COc1ccc(Cl)cc1)NNC(=O)C(=O)NC1CCCCC1,-5,-2,-3,-16,0,-10,-0.4,-1.3,-0.2
COC(=O)c1cc(=O)n(CCc2ccc(OC)cc2)c(=Nc2ccc(F)c(Cl)c2)s1,-15,-3,5,-6,-3,-18,1.2,-0.2,-0.3
Cc1ccc(C2=NNC(c3cccc(F)c3)S2)cc1 (stereo unspecified),13,-3,-7,8,-11,4,0.7,-1.2,-0.4
O=C(Cn1c(=O)c2cccn2c2ccccc21)Nc1ccc(F)cc1F,-17,32,-13,4,-6,-16,-0.2,0.0,1.3
Cc1ccccc1-c1cc(C(=O)NCc2ccco2)nn1CC1CC(c2cccc([N+](=O)[O-])c2)=NO1 (stereo unspecified),21,8,-6,nt,-10,-4,-0.3,-0.9,-0.2

# Reformatted: results already given.
# Values run as follows: TAAR1 antag | M1 PAM parental | CHO-K1 Ca antag | GPR7 antagonist | OXTR potentiate | CHO parental Ca | V1R ag counter | OXTR agonist | M1 ag parental
> CCN1CCN(C(c2ccccc2)c2nnnn2Cc2ccc(OC)cc2)CC1 (stereo unspecified)
    2 | -8 | -4 | -9 | 8 | -21 | 1.4 | 0.5 | 0.3
> COc1cccc(C(=O)c2c[nH]c(C(=O)NCc3cccnc3)c2)c1
    7 | 15 | -9 | 8 | -14 | 0 | 0.5 | -0.7 | 0.1

# Random draw from the library; about 3.5% have a hit in one of these screens.
